HSF1 inhib: HSF1 inhibitors in luciferase reporter cells, primary screen, cell-based, NIH3T3, luminescence; NIH3T3-HGL HSE-luciferase, MG132-induced, luminescence 8 h; hits give low values; activity change, negative = inhibition, % at 7.5 µM (by protocol); 0.77% of 300,000 active; AID 2098, 2009;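 active means more than half of replicate wells show activity change below -50%, luminescence cut by over half; inconclusive means some wells, but at most half, below -50%; inactive means no replicate well below -50%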;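 further: luciferase reports HSF-1 transcriptional activity via heat shock element; 0% = median of DMSO wells and -100% = zero luminescence signal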
aSyn 5UTR inh: MLPCN primary screen, SNCA 5' untranslated region | alpha-synuclein 5'UTR reporter, inhibitor activity | inhibition, % (tested at 7.5 µM) | 0.82% of 300,000 active | AID 1813, 2009; in the data active means inhibition above about 60%; inconclusive means no clear call, values can overlap the other calls;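 further: H4 neuroglioblastoma cells stably carrying SNCA 5'UTR luciferase fusion; 0% = DMSO wells and 100% = positive control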
HSF1 activator: HSF-1 activators, primary screen, NIH3T3-HGL cells, MG132 stress, luminescence, single point; NIH3T3-HGL HSF-1 luciferase reporter, 8 h; 100% = twice DMSO control signal; activation, % at 9 µM; 1.7% of 300,000 active; AID 504408, 2011;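 active means mean replicate activation of at least 50% with a set share of replicates each reaching 50%; inconclusive means only one of those two conditions met; inactive means mean below 50% and too few replicates reaching it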;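 further: 0% = median of the neutral control wells and 100% = twice that signal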
GSK3beta inhib: human GSK3beta kinase inhibitors, primary screen, biochemical, cell-free homogeneous, HTS; Glycogen synthase kinase-3 beta (Homo sapiens), P49841; activity score (negative = inhibition), % at 10 µM; GST-GSK3beta kinase, ADP-Glo luminescence, 60 min; hits give low values; 0.038% of 300,000 active;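 active means more than half of replicate wells score below -50%, meaning over 50% inhibition versus plate controls; inconclusive means some replicates but at most half score below -50%; inactive means no replicate scores below -50%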;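 further: 0% = median DMSO wells and -100% = median GW8510 positive control wells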
Target sequence (P49841 whole entry, looked up): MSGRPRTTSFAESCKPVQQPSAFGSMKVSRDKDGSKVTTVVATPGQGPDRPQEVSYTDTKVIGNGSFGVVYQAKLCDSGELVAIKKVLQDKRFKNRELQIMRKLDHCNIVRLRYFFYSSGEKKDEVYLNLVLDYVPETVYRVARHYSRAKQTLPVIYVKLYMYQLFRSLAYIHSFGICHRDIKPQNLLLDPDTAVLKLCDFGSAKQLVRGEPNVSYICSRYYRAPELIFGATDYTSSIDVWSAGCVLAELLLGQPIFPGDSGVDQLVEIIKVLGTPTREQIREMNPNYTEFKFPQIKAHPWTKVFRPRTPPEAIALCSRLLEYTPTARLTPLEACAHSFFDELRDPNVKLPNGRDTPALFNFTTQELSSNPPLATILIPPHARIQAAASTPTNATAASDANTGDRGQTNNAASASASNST
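Test system: GST-tagged human GSK3beta kinase, cell-free; evaluation: activity score scaled between in-plate DMSO and GW8510 controls; measured by: ADP-Glo luminescence; incubation: 60 min reaction, RT; benchmarks: DMSO and 20 µM GW8510; reagent: peptide substrate plus 25 µM ATP (final); medium: Tris/MgCl2 kinase buffer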
KLF5 inh: KLF5 expression inhibitors, primary screen, DLD-1 cells, luminescence | DLD-1 KLF5 promoter-luciferase reporter | inhibition, % at 5 µM | 0.23% of 290,000 active;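 active means inhibition above a per-plate limit of that plate's mean compound inhibition plus 3 SD, cut at about 60% in these data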;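 further: 0% = DMSO wells and 100% = LY294002 at 200 µM; higher means less KLF5 promoter-driven luciferase light; inactives centre near -14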
Dyrk1A ADPGlo: rat Dyrk1A kinase inhibitors, primary screen, biochemical, single point, plate reader. inhibition, % at 12.5 µM. 0.43% of 310,000 active. ADP-Glo luminescence, NFATc1 peptide. Dual specificity tyrosine-phosphorylation-regulated kinase 1A (Rattus norvegicus), Q63470; in the data active means inhibition above about 50%;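 further: plate controls were vehicle with enzyme for no effect and no enzyme for full effect; many of its hits are not listed in these tables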
Platelet DG rel: inhibitors of platelet dense granule secretion, primary screen, cell-based, MLPCN, human platelets; human platelet-rich plasma, SFLLRN dense granule ATP release, luminescence; inhibition, %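 (compounds screened at 7.5 µM in platelet-rich plasma)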; 0.22% of 300,000 active; AID 1663, 2009;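 active means mean replicate score, as percent of positive control, at or above 50; inconclusive means mean below 50 but at least one replicate at or above 50; inactive means mean and every replicate below 50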
IEC-6 cytotox: cytotoxicity in IEC-6 intestinal epithelial cells, primary screen, cytotoxicity control for KLF5 inhibitor project, cell-based, luminescence; inhibition, % at 5 µM; IEC-6 cytotoxicity, luminescence viability; 0.78% of 290,000 active; in the data active means inhibition above about 22%;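 further: 0% = plate median of test compound wells and 100% = cytotoxic reference compound wells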
GSK3A inh: blockers of GSK3A enzyme activity – biochemical, luminescence, cell-free homogeneous, HTS, primary screen; AID 2650, 2010; inhibition, % at 10 µM; 0.1% of 320,000 active; GSK-3 alpha kinase, ADP-Glo luminescence, 60 min;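 in the data active means inhibition above about 50%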;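 further: GST-tagged GSK-3 alpha with peptide substrate and 25 µM ATP; 0% = DMSO neutral wells and 100% = GW8510 positive control wells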
Target sequence (P49840 whole entry, looked up): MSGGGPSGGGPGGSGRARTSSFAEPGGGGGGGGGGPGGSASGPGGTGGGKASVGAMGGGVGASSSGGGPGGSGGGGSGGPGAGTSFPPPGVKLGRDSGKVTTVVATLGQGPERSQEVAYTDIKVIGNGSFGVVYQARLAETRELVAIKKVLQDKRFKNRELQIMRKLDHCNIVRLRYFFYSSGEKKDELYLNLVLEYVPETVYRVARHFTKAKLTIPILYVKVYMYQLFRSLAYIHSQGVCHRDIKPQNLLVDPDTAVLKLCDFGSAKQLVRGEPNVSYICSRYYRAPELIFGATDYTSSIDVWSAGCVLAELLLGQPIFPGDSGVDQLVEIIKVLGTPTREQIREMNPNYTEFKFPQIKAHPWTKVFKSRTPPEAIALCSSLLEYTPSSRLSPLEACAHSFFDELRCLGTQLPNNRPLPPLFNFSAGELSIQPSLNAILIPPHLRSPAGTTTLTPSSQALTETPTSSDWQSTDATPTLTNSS
HSP90 inh: HSP90 inhibitors, primary screen, cell lysate, luminescence; inhibition, % at 5.6 µM; AID 1789, 2009; 0.91% of 290,000 active; Heat shock protein HSP 90 (rabbit reticulocyte lysate; luciferase refolding); Rabbit reticulocyte lysate, luciferase refolding luminescence, 3 h;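 active means inhibition above the screen-wide mean plus 3 SD, computed separately per campaign, cut at about 16% in these data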;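 further: 0% = DMSO wells and 100% = 60 µM geldanamycin wells; inhibitors lower the luminescence because luciferase stays unfolded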
An asterisk follows results filed as active; ? = inconclusive; / = no result given. A portion of the library. The share of hits here may be higher or lower than overall.

SMILES	HSF1 inhib	aSyn 5UTR inh	HSF1 activator	GSK3beta inhib	KLF5 inh	Dyrk1A ADPGlo	Platelet DG rel	IEC-6 cytotox	GSK3A inh	HSP90 inh
COc1ccc(C2=NO[C@@H]3[C@@H]4C[C@@H]([C@H]5C(=O)N(c6ccc7c(c6)OCO7)C(=O)[C@@H]45)[C@H]23)cc1OC	0	7	2	-20	-7	0	7	4	0	-1
O=C(O)CNC(=S)N(Cc1ccc(F)cc1)C1CCCCC1	0	-3	13	-2	-11	-18	9	3	2	-1
COc1ccc(C2Nc3ccccc3C(=O)N2NS(=O)(=O)c2ccc(C)cc2)cc1 (stereo not drawn)	47	-9	57*	-1	-42	-6	3	2	-3	-2
CN1C(=O)Cc2cc(S(=O)(=O)N3CCOCC3)ccc21	2	19	-1	2	-18	-1	22	7	1	1
COc1ccc(NC(=O)CCS(=O)(=O)c2cccc3nonc23)cc1	5	-18	15	-2	-37	-3	-1	-4	-3	0
O=C(c1ccc(Cl)c(Cl)c1)N1CCC(=O)N(C(COCc2cccc(C(F)(F)F)c2)Cc2ccccc2)CC1 (stereo not drawn)	22	14	41	3	6	53*	1	0	-2	4
COc1ccc(C(=O)N2CCN(Cc3ccc4c(c3)OCO4)CC2)cc1OC	-5	8	3	2	-17	-7	0	-1	4	0
CC(=O)Nc1cc(C(=O)N2CCc3ccccc3C2)ccc1Sc1ccc(Cl)cc1	2	-27	3	5	-3	-5	2	-1	-3	-6
COc1cc2c(cc1OC)CN(S(C)(=O)=O)CC2	-16	3	-33	2	-3	2	2	3	-2	5
CCCCCn1c(CNC(=O)CC)nc2ccccc21	-11	6	-31	1	-17	4	1	4	2	2
COc1ccc(N2C(=O)C3C4C=CC(C4)C3C2=O)nn1 (stereo not drawn)	-7	2	-27	-2	-7	-1	-5	-4	0	3
COC(=O)NNC(=O)COc1ccc(Cl)cc1	-5	11	-4	2	-7	84*	2	-3	1	-1

HSF1 activator, hit marks shown above.
SMILES | HSF1 inhib | aSyn 5UTR inh | HSF1 activator | GSK3beta inhib | KLF5 inh | Dyrk1A ADPGlo | Platelet DG rel | GSK3A inh | HSP90 inh
COc1ccc(C2Nc3ccccc3C(=O)N2NS(=O)(=O)c2ccc(C)cc2)cc1 (stereo not drawn) | 47 | -9 | 57* | -1 | -42 | -6 | 3 | -3 | -2

Remaining list, next part.
SMILES	HSF1 inhib	aSyn 5UTR inh	HSF1 activator	GSK3beta inhib	KLF5 inh	Dyrk1A ADPGlo	Platelet DG rel	IEC-6 cytotox	GSK3A inh	HSP90 inh
CC1=NN(c2ccc(Br)cc2)C(=O)/C1=C/c1ccc(-c2ccccc2C(=O)O)o1	-5	0	0	4	1	-8	8	-2	-16	3
COc1ccc2c(C)cc(SCC(=O)N(C)C3CCS(=O)(=O)C3)nc2c1 (stereo not drawn)	-8	-16	-2	1	-7	12	-1	6	0	3
Cc1ccc(C)c(NC(=S)NCCc2c[nH]c3ccccc23)c1	9	2	25	2	-17	/	-11	3	-1	6
COC(=O)c1nc(C(=O)OC)c(C(=O)OC)nc1C(=O)OC	-7	18	2	-1	-7	0	2	-8	0	2
CCOC(=O)COc1nc2ccc(Br)cc2c(-c2ccccc2)c1C(C)=O	5	16	-9	2	-9	4	-8	-3	-1	0
Cc1ccccc1OCCn1c(=O)oc2ccccc21	7	12	21	-3	-3	0	4	-2	-7	1
Cc1ccc(N(CC(=O)NC2CCCCC2)C(=O)CCCC(=O)Nc2ccccn2)c(C)c1	5	-19	-5	4	-21	2	6	-3	2	-1
Cc1noc(C)c1COC(=O)c1ccc(S(=O)(=O)N2CCCCC2)cc1	-7	-12	13	1	-3	0	3	6	-3	2
CCN(CC)C(=O)c1c(Cl)nc(C)c([N+](=O)[O-])c1C	-5	-12	7	1	13	5	-40	5	/	-4
O=C1ON=C(c2ccccc2)/C1=C/c1ccco1	7	5	18	3	-5	/	7	-3	-2	-3
CCOC(=O)COc1ccc(Br)cc1C1NC(=O)NC(C)=C1C(=O)NCc1ccccc1 (stereo not drawn)	2	3	12	-5	-23	-2	13	3	-2	4
CCCc1cc(=O)[nH]c(SCC(=O)N2CCN(S(=O)(=O)c3ccc4ccccc4c3)CC2)n1	-6	4	14	3	-17	-1	-2	-4	1	0
O=C(c1ccc2c(c1)C(=O)N(Cc1ccco1)C2O)N1CCOCC1 (stereo not drawn)	0	8	-11	-1	-25	-9	9	-2	-1	2
O=C1OCc2cc(NC(=O)C3COc4ccccc4O3)ccc21 (stereo not drawn)	6	8	-14	2	0	6	-1	-1	/	-4
CCOC(=O)CNC(=O)CNC(=O)c1nn(-c2ccc(OC)c(Cl)c2)c(=O)c2ccccc12	-4	24	7	2	-22	2	-3	-10	3	-3
O=C(Nc1nc2ccccc2[nH]1)c1ccc(OC(F)F)cc1	39	-3	68*	/	26	13	24	7	-1	37*
Cc1cccc2nc(CSc3nc4[nH]ncc4c(=O)n3-c3cccc(Cl)c3)cc(=O)n12	/	40	/	-3	-14	10	16	-1	4	-2
Cc1ccccc1N1C(=O)C(Cl)=C(N2CCOCC2)C1=O	-23	-2	-36	3	-29	-4	-6	-4	3	-2
COc1ccc(OCC(=O)NCCc2ccc(S(N)(=O)=O)cc2)cc1	-7	12	8	-2	-12	/	-2	3	-2	1
COc1cc(/C=N/Nc2ccc3ccccc3c2)ccc1OC(=O)c1ccco1	-16	-76	-18	4	-23	-6	0	4	-4	1
Nc1cc(N)nc(SCC(=O)NCCC2=CCCCC2)n1	20	8	18	0	/	-1	-5	/	-2	/
CCCCN(C(=O)Cn1nnc2ccccc21)C(C(=O)NCCOC)c1ccccc1 (stereo not drawn)	6	-7	7	1	-21	11	-2	2	2	2
COc1cc(-c2nnc(SCC(=O)OC3CCCCC3)o2)cc(OC)c1OC	-2	12	-21	0	-2	-7	9	8	5	4
O=C(CSc1ncnc2nc[nH]c12)N1CCN(c2ccc(Cl)cc2)CC1	5	21	-2	-19	-8	4	1	4	4	4
O=C(N/N=C\c1ccc(-c2ccccc2[N+](=O)[O-])o1)C1COc2ccccc2O1 (stereo not drawn)	9	-34	16	-13	-38	2	-4	1	3	11
CCOc1ccccc1CNC(=O)CCn1ccc2cc(S(=O)(=O)N3CCCCC3)ccc21	-73*	12	-80	-26	-16	-4	8	4	-1	1
O=C(O)Cc1c(O)ccc2ccccc12	7	16	37	-1	-19	-3	-3	-6	-3	0
COC(=O)c1nn(-c2ccccc2)c(Sc2ccc(OC)cc2)c1/C=N/O	-4	17	3	3	26	7	?	1	-3	2
CCn1cnc2scc(-c3ccccc3)c2c1=O	-3	8	2	0	-6	9	-2	0	1	0
CCN(C(=O)[C@@H]1CCCN1C(=O)c1cccs1)c1nc2cc(Cl)ccc2s1	10	-53	1	0	-19	4	-1	3	-1	2
Cc1ccc(C(C(=O)NCc2ccco2)N(CCc2ccccc2)C(=O)Cn2nnc3ccccc32)o1 (stereo not drawn)	/	/	/	/	-8	3	/	-3	/	6
COc1cc(C)ccc1OCCOCCOc1ccccc1[N+](=O)[O-]	6	-33	4	1	-12	4	-2	0	1	-2
NC(=O)c1c(NC(=O)C(=O)N2CCOCC2)sc2c1CCCC2	-8	-14	-13	1	-15	-3	-3	4	-1	0
Cc1ccc(N(CC(=O)N2CCc3ccccc32)C2=NC(=O)CS2)cc1	3	13	0	-2	-12	-1	7	2	3	3
O=C(c1cnc2ccccn2c1=O)N1CCCc2ccccc21	-9	7	-7	/	-19	0	14	4	-2	5
O=C(CCNS(=O)(=O)c1cccc2nsnc12)NCc1ccccc1	-2	-12	9	0	-18	2	-9	2	10	1
Cc1nnc(NCc2n[nH]c(=O)c3ccccc23)c2ccccc12	-1	18	1	-2	-14	5	-8	5	-1	1
CCCNC(=O)C1CCN(S(=O)(=O)c2ccc(Br)cc2)CC1	-4	-5	-17	-1	-20	-3	-1	-1	0	-4
Cc1ccc2nc(-c3ccncc3)cc(C(=O)Nc3ccc4c(c3)OCCO4)c2c1	-20	47	-24	0	-31	4	-5	2	-1	-4
CCOC(=O)c1c(N)sc(C(=O)Nc2ccc3c(c2)OCO3)c1C	-3	50	27	-2	18	0	56*	12	5	41*
COc1c(Cl)ccc(Cl)c1C(=O)OCC(=O)O	-13	-11	-6	1	-24	-4	3	-6	-6	0
CC1CCC(NC(=S)NCCN(C)C)CC1 (stereo not drawn)	-5	-58	13	-1	-31	-5	-5	3	1	-1
Cc1ccc(C2C=C(c3ccccc3)Nc3nc(N4C(=O)CCC4=O)nn32)cc1 (stereo not drawn)	/	/	/	/	-2	-5	/	-10	/	0
CCOC(=O)c1c(-c2ccc(Cl)cc2)cn2ccccc12	6	-5	17	-3	-13	8	5	3	3	-1
Cc1ccc(C)c(OCCn2ccnc2)c1	-3	13	-20	2	-9	/	5	3	1	-5
O=C(CSc1ncccc1-c1nc2ccccc2[nH]1)N1CCCCC1	/	/	/	-5	-21	-2	-11	3	8	5
CC(=O)c1ccc(NS(=O)(=O)c2cc(-c3cnc(C4CC4)o3)ccc2C)cc1	1	33	12	-1	-32	3	-8	11	/	5
O=C(Cc1csc(NC(=O)Nc2cccc(Cl)c2)n1)NC1CCCC1	5	-60	14	-3	/	5	4	/	1	/
Cn1c(=O)cc(SCC(=O)N2CCCC2)c2ccccc21	74	24	?	-2	-9	-2	-6	0	4	3
O=C(CCS(=O)(=O)c1cccc2nsnc12)NC1CCCCCC1	4	20	-13	0	-9	2	5	0	-1	-3
Cc1noc(C)c1S(=O)(=O)N1CCC(C(=O)NCCCN2CC(C)CC(C)C2)CC1 (stereo not drawn)	-9	20	-8	2	-14	5	4	1	-1	4
COc1ccc(N(CC(=O)N2CCN(Cc3ccc4c(c3)OCO4)CC2)S(=O)(=O)c2ccc(F)cc2)cc1	-2	5	10	3	0	5	6	8	1	12
CCCCCc1ccc(-c2cn(Cc3ccc(C(=O)c4ccccc4)cc3)nn2)cc1	8	-138	0	3	-68	40	-2	-6	-3	-3
CC(=O)Nc1c(-c2ccc(F)cc2)nc2ccccn12	-7	0	3	3	-111	3	4	-1	-2	3
COC(=O)c1c(-c2ccccc2)c(-c2ccccc2)nn(C)c1=O	-2	22	-9	-2	-13	7	0	1	-1	1
CC(C)C12CN3CC(C(C)C)(CN(C1)C3c1ccccc1)C2O (stereo not drawn)	-6	-2	-9	2	-14	-3	-3	-6	0	-1
O=C(COC(=O)c1ccccc1NC(=O)C1CC1)c1ccc2c(c1)OCCO2	-2	-5	7	1	-39	/	3	0	3	5
